Bioassay records as filed in PubChem.
RmlCD inh 1536 = M. tuberculosis RmlC/RmlD inhibition; RmlC+RmlD coupled enzyme assay, percent inhibition; primary screen in compound mixtures; inhibition, % at 3.6 µM; 160,000 tested, 0.03% active; in the data active = inhibition mostly above about 34%, no sharp cut-off; inconclusive = no clear call, values can overlap the other calls; inactive = mostly below about 22%; also: some results filed as inactive read as strong as hits
Target sequence (P9WH09 whole entry, looked up): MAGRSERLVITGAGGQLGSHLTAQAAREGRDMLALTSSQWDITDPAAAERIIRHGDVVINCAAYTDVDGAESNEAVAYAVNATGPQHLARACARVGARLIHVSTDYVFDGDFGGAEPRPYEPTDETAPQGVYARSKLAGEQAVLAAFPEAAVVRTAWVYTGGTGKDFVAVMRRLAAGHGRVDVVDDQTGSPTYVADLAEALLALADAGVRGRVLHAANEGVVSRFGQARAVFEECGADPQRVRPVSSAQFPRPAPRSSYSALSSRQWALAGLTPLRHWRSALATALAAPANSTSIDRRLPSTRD
Target sequence (P9WH11 whole entry, looked up): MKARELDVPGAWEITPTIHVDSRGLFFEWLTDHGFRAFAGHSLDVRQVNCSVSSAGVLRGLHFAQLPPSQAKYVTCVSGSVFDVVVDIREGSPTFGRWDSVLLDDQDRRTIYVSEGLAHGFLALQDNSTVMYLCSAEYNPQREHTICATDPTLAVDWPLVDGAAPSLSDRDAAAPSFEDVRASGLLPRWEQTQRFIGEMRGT
M. tuberculosis GlmU = inhibition of mycobacterial GlmU enzyme – biochemical, glucosamine-1-phosphate acetyltransferase (AID 1376) | M. tuberculosis GlmU acetyltransferase enzyme assay; higher % means a stronger effect | one-dose inhibition, %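 (tested at 30 µM in the primary screen)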; IC50 in µM for titrated hits | 220,000 tested, 0.25% active; in the data active = inhibition above about 13%; inconclusive = no clear call, values can overlap the other calls;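 also: 0% = complete reaction with vehicle and 100% = reaction without substrate; strong numbers were not always called active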
* marks the source's active call; other numbers are inactive results; ? = inconclusive; nt = no result given.

SMILES | RmlCD inh 1536 | M. tuberculosis GlmU
COc1cc(C)ccc1OCCON1C(=O)CCC1=O | -15.8 | -5.7%
COc1ccc(-n2c(NC(=O)c3ccco3)c(C#N)c3nc4ccccc4nc32)cc1 | 7.5 | -2.6%
CCOC(=O)N1CCN(c2ccccc2O)CC1 | 8.3 | -2.6%
CN1CCN(c2ccc(NC(=O)c3ccc(Cl)cc3)cn2)CC1 | 5.3 | -6.6%
Cc1[nH]nc(S(=O)CC(=O)O)c1[N+](=O)[O-] (stereo not given) | 6.1 | 3.6%
O=C(O)c1cccc2[nH]c(C(F)(F)F)nc12 | -5.8 | -2.9%
C=CC#CC1(O)CC(C)N(C)CC1C (stereo not given) | 20.6 | -6.3%
Cn1c(SCC(=O)N/N=C/c2cccs2)nc2ccccc21 | 0.9 | 0.7%
N#CCc1ccc(NS(=O)(=O)c2ccc(N3CCCC3=O)cc2)cc1 | 2.2 | 1.5%
CCn1c(=O)c2cc(C(=O)N(C)c3ccccc3F)sc2c2ccccc21 | ? | -3.2%
Cc1nc2ccccc2n1CC(=O)NC(C)C1CC2CCC1C2 (stereo not given) | -5.0 | -1.4%
COc1ccc(NCc2nnc(SCC(=O)c3ccc(OC)cc3)o2)cc1 | nt | 1.3%
N=c1c2c(-c3ccccc3)c(-c3ccccc3)n(Cc3ccco3)c2ncn1CCO | nt | -2.8%
Cc1ccc(-c2csc(-c3c[nH]c4ccccc34)n2)cc1 | -11.6 | 5.2%
COc1ccc2[nH]c(=O)c(CNC3CCCCC3)cc2c1 | 21.6 | 0.1%
CCOC(=O)c1sc(Nc2nc3ccc(OC)cc3s2)cc1C | 42.8 | -8.4%
Cc1ccc(S(=O)(=O)Nc2ccccn2)cc1[N+](=O)[O-] | 1.4 | -2.4%
NS(=O)(=O)c1ccc(CCNC(=O)CSc2nc3ccccc3c3nc(CCN4CCCCC4)nn23)cc1 | 4.4 | 4.6%
Oc1ccccc1N=Nc1ccccc1O | 7.3 | -4.4%
COc1cccc(/C=N/N2C(=O)NC3(CCCCC3)C2=O)c1O | -3.4 | 1.1%
NC(=O)c1cc(Br)cc2c3c([nH]c12)CCCC3 | 11.5 | 3.2%
O=C(c1ccc(C(F)(F)F)cc1)N1CCC(=O)N(C(CO)Cc2ccccc2)CC1 (stereo not given) | nt | -7.0%
CCC12C(=O)C(CC)(C(c3ccccc3)=C1c1ccccc1)[C@@H]1C(=O)N(c3ccc(C)cc3)C(=O)C12 (stereo not given in full) | 9.0 | -1.4%
CC(OC(=O)c1ccc2c(=O)n3c(nc2c1)CCCCC3)C(=O)Nc1ccc(F)cc1Cl (stereo not given) | 0.9 | 3.4%
Cc1cccc(/N=C/c2sc3ccccc3c2O)n1 | 4.0 | 4.1%

The list goes on, starting with the last 2 of the part before.
SMILES | RmlCD inh 1536 | M. tuberculosis GlmU
CC(OC(=O)c1ccc2c(=O)n3c(nc2c1)CCCCC3)C(=O)Nc1ccc(F)cc1Cl (stereo not given) | 0.9 | 3.4%
Cc1cccc(/N=C/c2sc3ccccc3c2O)n1 | 4.0 | 4.1%
CC(C)(C)S(=O)(=O)/C(C#N)=N/Nc1ccc(S(C)(=O)=O)cc1 | 6.9 | -4.3%
CCOC(=O)C1=C(N)OC2=C(C(=O)CCC2)C1c1ccco1 (stereo not given) | 103.8 | -2.7%
Oc1c(CN2CCN(c3ccccc3)CC2)cc(Br)c2cccnc12 | 11.2 | -3.2%
Cc1ccc(-c2cc(C(=O)Nc3c(C)n(C)n(-c4ccccc4)c3=O)[nH]n2)c(O)c1 | 6.9 | 11.6%
CCCC(=O)O[C@@H]1C[C@@H](C)N(C(=O)c2ccccc2)c2ccc(C)cc21 | nt | -2.0%
N=c1n(CCCOc2ccc(F)cc2)c2ccccc2n1CC(N)=O | -7.5 | 3.1%
COc1ccc(S(=O)(=O)CCC(=O)Nc2cccc(OC)c2)cc1 | -2.5 | 1.9%
COc1ccc(OCC(=O)Nc2sc3c(c2C(=O)NCC2CCCO2)CCC3)cc1 (stereo not given) | -1.7 | 1.4%
CC(Cc1c[nH]c2ccccc12)NC(=O)OCCCl (stereo not given) | -9.5 | 1.3%
COC(=O)CN1C(=O)C2(OCCCO2)c2ccccc21 | nt | -4.0%
CCOC(=O)[C@H](CCc1ccccc1)N[C@@H](C)C(=O)N1[C@H](C(=O)O)C[C@@H]2CCC[C@@H]21 | nt | 3.5%
OCCCNc1nc(-c2ccc(Cl)cc2)nnc1-c1ccccc1 | -4.6 | -0.4%
Cc1cccc(-n2cnc(C(=O)N3CCN(C)CC3)c2)n1 | 3.1 | -2.4%
c1ccc(CCNc2ncnc3c2nnn3Cc2ccccc2)cc1 | -2.0 | 2.6%
Cc1ccccc1-n1nc(-c2ccc(N)cc2)cc1N | -0.5 | 1.2%
Cc1ccc(-c2ccc(=O)n(CC(=O)NCCN3C(C)CCCC3C)n2)cc1 (stereo not given) | 7.8 | 0.0%
CCCC(C)C1(CC)C(=O)NC(=Nc2ccc(OC)cc2)NC1=O (stereo not given) | nt | 2.0%
CCOC(=O)N1CCC(n2c(SCC(=O)c3ccccc3)nc3ccsc3c2=O)CC1 | -4.5 | 3.6%
O=C(COC(=O)c1cc[n+]([O-])cc1)NCC12CC3CC(CC(C3)C1)C2 | nt | 1.9%
CC(=O)OC12CC3CC(C1)C(=NO)C(C3)C2 | -16.6 | 0.2%
O=C(CCCOc1ccccc1)N1CCc2ccccc2C1 | -8.7 | 0.7%
COC(=O)C1=C(C)NC(c2c(O)ccc3ccccc23)C(C(=O)OC)=C1C (stereo not given) | -4.7 | 2.4%
Cc1[nH]ncc1-c1ccccc1Cl | 7.1 | 0.4%
CCOC(=O)N1CCN(C(=O)c2ccc(N3CCCC3=O)cc2)CC1 | nt | 1.7%
COc1cc(C2NC(=O)C(C#N)=C(S)N2c2ccccc2)ccc1OC(C)C (stereo not given) | nt | 2.8%

Reprinted at random: three compounds from above, in no set order.
SMILES | RmlCD inh 1536 | M. tuberculosis GlmU
N=c1c2c(-c3ccccc3)c(-c3ccccc3)n(Cc3ccco3)c2ncn1CCO | nt | -2.8%
Cn1c(SCC(=O)N/N=C/c2cccs2)nc2ccccc21 | 0.9 | 0.7%
COC(=O)C1=C(C)NC(c2c(O)ccc3ccccc23)C(C(=O)OC)=C1C (stereo not given) | -4.7 | 2.4%

Looked up above:
For RmlCD inh 1536, `COc1cc(C)ccc1OCCON1C(=O)CCC1=O` reads -15.8
For RmlCD inh 1536, `COc1ccc(S(=O)(=O)CCC(=O)Nc2cccc(OC)c2)cc1` reads -2.5

Continued:
SMILES | RmlCD inh 1536 | M. tuberculosis GlmU
OC1(c2cccc(C(F)(F)F)c2)CCN(c2ncnc3c2[nH]c2ccccc23)CC1 | 10.0 | nt
CCOC(=O)C[C@H]1c2cc(F)ccc2S(=O)(=O)N1Cc1ccc(OC)cc1 | nt | -3.5%
CN(CC(=O)O)S(=O)(=O)c1cccs1 | nt | 0.2%
CCCC12CN3CCN(CC(C3)/C1=N\NC(=O)c1ccc(C(C)(C)C)cc1)C2 | -10.1 | -2.6%
CN(C)CCCCNCCCNC(=O)/C=N\O | -8.2 | -3.4%
C=CCn1c(-c2c[nH]c3ccccc23)n[nH]c1=S | nt | -2.9%
Cc1ccn2cc(-c3cccc(NC(=O)c4cccs4)c3)nc2c1 | 8.4 | -5.3%
CCCNC(=O)NC(=O)CSc1nncs1 | 12.2 | 4.1%
CCOc1ccc(NC(=O)CC2C(=O)N(CC)C(=S)N2NC(=O)c2ccncc2)cc1 (stereo not given) | -13.0 | 2.6%
CS(=O)(=O)Oc1ccc(Br)c2cccnc12 | 9.1 | 3.9%
CC12CCC(C(=O)NC3CCCC3)(CC1=O)C2(C)C (stereo not given) | -11.6 | 7.7%
COc1ccc(OCCC(=O)OCC(=O)NC(=O)NC(C)C)cc1 | 0.2 | 2.9%
Cc1ccc(Cn2nc(C)c(NC(=O)C3(C)CC3(Br)Br)c2C)cc1 (stereo not given) | 1.5 | -5.0%
O=C(Oc1ccc(-c2ccccc2)cc1)C1C2CCCCC21 (stereo not given) | nt | -3.4%
O=C(/C=C/c1ccccc1)NC(=S)NNC(=O)c1cccnc1 | 13.4 | -0.3%
COc1ccc(-c2[nH]ncc2N=Nc2ccccc2)cc1 | -11.3 | -3.6%
C=C(C)Cn1c(SCCN2CCOCC2)nc2c1c(=O)[nH]c(=O)n2C | nt | -3.4%
COc1ccc(CN2CC(C(=O)NCCC(C)C)CC2=O)cc1 (stereo not given) | 2.8 | -0.9%
O=C(N/C(=C/c1ccco1)C(=O)N1CCCC1)c1cccs1 | 50.6 | -4.1%
CN(c1cccc(NS(=O)(=O)c2ccccc2)c1)S(C)(=O)=O | nt | -1.5%
CCOC(=O)Cc1c(C)nc(SC)[nH]c1=O | nt | 5.7%
Cc1ccc(CN2CCN(Cc3ccncc3)CC2CCO)o1 (stereo not given) | -1.4 | -2.5%
O=C(c1ccco1)N1CCN(Cc2cccc(F)c2)CC1 | 13.4 | -0.3%
CCOC(=O)CSc1nnc(-c2ccc(OC)cc2)n1CC | nt | -1.6%
CCc1cc2c(N3CCCCC3)ncnc2s1 | nt | -0.5%

An excerpt from above in order of count of non-hydrogen atoms, lowest first:
SMILES | RmlCD inh 1536 | M. tuberculosis GlmU
CS(=O)(=O)Oc1ccc(Br)c2cccnc12 | 9.1 | 3.9%
O=C(c1ccco1)N1CCN(Cc2cccc(F)c2)CC1 | 13.4 | -0.3%
COc1ccc(OCCC(=O)OCC(=O)NC(=O)NC(C)C)cc1 | 0.2 | 2.9%
CCOC(=O)C[C@H]1c2cc(F)ccc2S(=O)(=O)N1Cc1ccc(OC)cc1 | nt | -3.5%

Next entries:
SMILES | RmlCD inh 1536 | M. tuberculosis GlmU
CN1CCN(c2nc(-c3ccc(Cl)s3)cs2)CC1 | 5.0 | -6.7%
C/C(=N\Nc1nc2ccccc2s1)c1cccs1 | -9.1 | -4.6%
COc1cc(F)ccc1S(=O)(=O)N1CCN(C23CC4CC(CC(C4)C2)C3)CC1 | -6.9 | 4.3%
CCOC(=O)CN(Cc1ccccc1)S(=O)(=O)c1ccc(NC(C)=O)cc1 | -10.0 | -1.2%
O=C(NCCCN1CCCCCC1)c1ccc(N2CCCC2=O)cc1 | 12.8 | -16.2%
O=C(N/N=C/c1cccc(Oc2ccccc2)c1)c1ccncc1 | 10.8 | -8.5%
CCn1c(=O)n(CC(=O)Nc2cc(OC)ccc2OC)c(=O)c2ccccc21 | nt | -1.3%
CCOC(=O)c1c(NC=O)sc2c1CCC2 | 2.9 | nt
Cc1ccc(C(=O)c2cc([N+](=O)[O-])ccc2N2CCCCC2)c(C)c1 | nt | 0.7%
O=C(O)CSCCCC(=O)Nc1ccc(Br)cc1 | 7.6 | nt
Cc1ccc(N(CC(=O)O)S(C)(=O)=O)cc1 | -1.2 | 0.5%
CCN(Cc1ccccc1)C(=O)Cn1cc2c(n1)CCCC2 | -6.0 | 2.0%
Cc1ccc(SCCC(=O)NCc2ccco2)cc1 | nt | -2.3%
O=C(N/N=C/c1ccc([N+](=O)[O-])o1)C1CC1 | -9.6 | 3.7%
CCCOc1ccc(CCCN=C(N)N)cc1Cl | -10.5 | -9.2%
CN(Cc1nccn1C)C(=O)CC1C(=O)NCCN1CC(c1ccccc1)c1ccccc1 (stereo not given) | -0.6 | 5.2%
CC1(C)Cc2nc3sc(C(=O)O)c(N)c3cc2CS1 | 8.2 | 10.7%
CCN(C(=O)CN1CCc2ccccc21)c1c(N)n(Cc2ccccc2)c(=O)[nH]c1=O | 1.6 | -1.6%
Cc1ccc(S(=O)(=O)N(C)c2ccc(C(=O)NCC3CCCO3)cc2)cc1 (stereo not given) | 16.2 | 2.8%
CN1C2C=C3C(C#N)=C(N)C(C#N)(C#N)C(c4ccc(Br)cc4)C3C1CC2 (stereo not given) | nt | 0.2%
CCN(CC)S(=O)(=O)c1ccc2nc(CCl)[nH]c2c1 | -14.3 | -0.1%
COC(=O)Cc1ccc(NC(=S)NCc2cccc(OC)c2)cc1 | -14.0 | -0.2%
NS(=O)(=O)c1ccc(CCNC(=O)COC(=O)CC(c2ccccc2)c2ccccc2)cc1 | -8.4 | -4.7%
CC(C)NC(=O)c1c(O)c2ccccc2[nH]c1=O | -11.5 | 4.9%
O=C(CSc1nc2ccccc2c(=O)[nH]1)c1ccccc1 | nt | 1.4%

The list goes on:
SMILES | RmlCD inh 1536 | M. tuberculosis GlmU
O=C(NC12CC3CC(CC(C3)C1)C2)N1CC2Cc3cccc(=O)n3C(C2)C1 (stereo not given) | 6.9 | 3.2%
Cc1cc(-c2nc3ccccc3[nH]2)ccc1N | nt | 0.9%
CC(C)CN(CCCNC(=O)CC1Oc2ccccc2NC1=O)CC(C)C (stereo not given) | 44.4 | -1.9%
OCCNc1cc(Cl)ncn1 | -5.3 | -6.6%
CC1CCc2sc(C(=O)Nc3nnc(SCc4ccc(F)cc4)s3)cc2C1 (stereo not given) | -4.3 | -4.2%
COc1ccc(NC(C)=O)cc1NC(=O)CN1CCN(CC(=O)Nc2ccccc2Cl)CC1 | nt | 1.3%
COc1ccc(N2CCN(C(=O)c3ccc(NS(=O)(=O)c4ccc(F)c(F)c4)cc3)CC2)cc1 | 81.7 | -4.5%
Cc1c(C(=O)NC2CCCCC2)oc2c1C(=O)CC(C)(C)C2 | 6.6 | 2.5%
CCc1ccc(N2CCN(C(=O)N3CCOCC3)CC2)cc1 | -7.8 | -4.7%
C/C=C/C(=O)N1CC2(CC(c3cccc(NC(=O)CCCCC)c3)=NO2)C[C@H]1C(N)=O (stereo not given in full) | 4.2 | 3.0%
O=C(O)c1cccc(N2CCCC2)c1 | -1.3 | -3.4%

This is a subset (hit frequency here may not be typical).
